4MU fluor: 4-MU region autofluorescence; compound autofluorescence, 340/450 nm, 4-MU equivalents; active compounds read high; max dye-equivalent concentration, M; hit rate 11% among 59,000; AID 589; in the data active means max dye-equivalent concentration above about 10 nM; inconclusive means mostly about 1.1 nM to 9.6 nM
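Intrinsic fluorescence at 340/450 nm (ex/em) was read after 15 min at room temperature in pH 8.0, 100 mM Tris. Each compound concentration expressed as 4-MU-equivalent concentration from a six-point 4-MU standard series on each plate.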
TexasRed autofl: compound fluoresces in the Texas Red spectral region; Compound fluorescence, Texas Red channel, 547/618 nm; active compounds read high; max dye-equivalent concentration, M; AID 587; hit rate 0.06% among 59,000; in the data active means max dye-equivalent concentration above about 10 nM; inconclusive means between about 1.1 nM and that limit
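Spectral interference profiling: each compound concentration's relative fluorescence, read with a 547 nm excitation and 618 nm emission filter pair, was normalized to a per-plate Texas Red standard curve.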
A350 fluor: compound fluoresces in the Alexa 350 spectral region | Compound autofluorescence, 340/450 nm, Alexa 350 dye-equivalents; active compounds read high | max dye-equivalent concentration, M | hit rate 11% among 59,000; in the data active means max dye-equivalent concentration above about 10 nM; inconclusive means mostly about 1.1 nM to 9.6 nM
Fluorescein autfl: compound fluoresces in the fluorescein spectral region; Compound autofluorescence, 480/540 nm, fluorescein-equivalent; active compounds read high; max fluorescein-equivalent concentration, M; hit rate 0.91% among 59,000; AID 593; in the data active means max fluorescein-equivalent concentration above about 10 nM; inconclusive means between about 1.1 nM and that limit
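In this qHTS profile, compound fluorescence was measured with a 480 nm/540 nm filter pair following a 15-min room-temperature incubation in 100 mM Tris (pH 8.0). A six-point fluorescein series on each plate served for normalization.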
BRCT inh red: BRCT-phosphoprotein interaction inhibition (red fluorophore). Potency, µM (highest dose often 76.9 µM), for inactives: at the top dose activity change, negative = inhibition, usual class: inhibitors. P38398. hit rate 0.03% among 75,000. BRCT-phosphopeptide binding, red fluorescence polarization; further: on the % scale 0 is the no-effect control and ±100 the full control effect
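Rhodamine-labelled pBACH1 10-mer (100 nM) bound to BRCT domain (100 nM) at pH 7.3; compounds incubated 12 min room temperature, polarization read. Free peptide defines full inhibition; unlabelled decapeptide titrated as control.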
Rhodamine fluor: compound fluoresces in the rhodamine spectral region; Rhodamine-region fluorescence, 547/598 nm, Tris buffer; active compounds read high; hit rate 0.05% among 59,000; max dye-equivalent concentration, M; in the data active means max dye-equivalent concentration above about 11 nM; inconclusive means between about 1.1 nM and that limit
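Steps: pin-transfer compounds into pH 8.0 Tris (100 mM), hold 15 min at room temperature, image with a 547/598 nm filter pair, and convert intensities to rhodamine-equivalent concentration using a six-point on-plate rhodamine series.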
Caspase-7 inhib: allosteric or competitive inhibitors of human caspase-7. P55210. recombinant caspase-7, Ac-DEVD-AFC fluorescence rate. Potency, µM (series often up to 57.5 µM), for inactives: top-dose activity change, negative = inhibition, most hits filed as inhibitors. hit rate 0.02% among 75,000. AID 889; active means well fitted inhibition curve with a large enough effect in the main read-out, with a control signal flat, not every such curve was filed as active; inconclusive means small, poorly fitted or top-dose-only effect, or a change in a side signal; further: potency means the concentration at half of the fitted maximal effect; % of control where 0% means no effect
BRCT PPI green: inhibitors of human BRCA1 BRCT-phosphoprotein interaction (green fluorophore). BRCA1 BRCT-phosphopeptide binding, green fluorescence polarization. Potency, µM (series often up to 76.9 µM), for inactives: at the highest dose activity change, negative = inhibition, hits mostly inhibitors. hit rate 0.05% among 75,000;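 further: potency means the concentration at half of the fitted maximal effect; plate controls were peptide without protein for full effect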
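Fluorescence polarization: His-tagged BRCT (~35 kDa BRCA1 C-terminus, 250 nM) bound to 100 nM fluorescein-labeled phosphorylated 10-aa BACH1 peptide, pH 7.3 phosphate buffer with DTT and Tween 20. Compounds incubated 12 min at room temperature; inhibition read as lowered polarization.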
HEK293 cAMP ctrl: raises cAMP in parental HEK293 cells, TSHR agonist counter-screen; hit rate 2.5% among 73,000; Potency, µM (doses to about 57.1 µM), for the others: top-dose activation, hits mostly activators; AID 938; parental HEK293 CNG cAMP sensor, membrane potential fluorescence; further: potency means the concentration at half of the fitted maximal effect; % of control where 0% means no effect; nearly all actives have a fitted effect of over 55% in size
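Parental HEK 293 cells stably expressing a cAMP-gated CNG channel were loaded with membrane potential dye containing 100 uM RO 20-1724 for 60 min. Compound added for 30 min; depolarization read as fluorescence intensity at 590 nm.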
Casp1 inh: allosteric or competitive inhibitors of human caspase-1. Caspase-1 enzyme, Ac-WEHD-AFC fluorogenic rate. Potency, µM (titrated, usually from 57.5 µM), for the others: at the top dose activity change, negative = inhibition, most hits filed as inhibitors. P29466. hit rate 0.03% among 75,000;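 further: potency means the concentration at half of the fitted maximal effect; plate controls were vehicle for no effect and no substrate for full effect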
USP2a inhib: inhibitors of human ubiquitin-specific protease USP2a; O75604; USP2a enzymatic assay, qHTS inhibition; Potency, µM (series often up to 38.3 µM), inactives show at the highest dose activity change, negative = inhibition, usual class: inhibitors; hit rate 0.1% among 60,000; AID 927;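 further: potency means the concentration at half of the fitted maximal effect; nearly all actives have a fitted effect of over 60% in size; plate controls were DMSO for no effect and NEM full inhibition control for full effect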
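USP2 core (20 nM final) was preincubated with compound for 30 min at RT in 20 mM Tris-HCl pH 8.0, 2 mM CaCl2, 2 mM beta-mercaptoethanol; Ub-PLA2 (20 nM) plus NBD C6-HPC (20 uM) then added, fluorescence read after 2.5 h.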
The depositor's hits bear a star; i = inactive; ? = inconclusive; . = no result given; [ ] = another dose, or the depositor's remark. Unless noted, the call rests on the fitted dose curve; in most records, active means well fitted curve in the direction sought with a large enough effect; inconclusive means small, poorly fitted or top-dose-only effect, or another doubt; inactive means no such curve, though single readings can be large; an effect the other way counts as inactive or inconclusive. The list is partial; rates above refer to the full screens.

SMILES	4MU fluor	TexasRed autofl	A350 fluor	Fluorescein autfl	BRCT inh red	Rhodamine fluor	Caspase-7 inhib	BRCT PPI green	HEK293 cAMP ctrl	Casp1 inh	USP2a inhib
COc1ccc(OC)c(NC(=O)c2cc(S(=O)(=O)NCc3ccco3)ccc2F)c1	i	?	i	i	-0.9%	i	-3%	0.0%	18%	?	17%
C=CCN(C(=O)CNC(=O)c1ccco1)C(C(=O)NC1CCCCC1)c1ccccc1F (stereo unspecified)	i	?	i	i	-0.8%	i	-4%	-3.0%	22%	-1%	6%
O=C(NCc1ccco1)c1ccc(CS(=O)(=O)Cc2ccc(F)cc2)o1	i	?	i	i	-1.2%	i	1%	0.5%	4%	4%	7%
CCOC(=O)c1[nH]c2ccccc2c1NC(=O)CN1CCCCC1	i	i	i	i	-0.3%	i	1%	-2.1%	25%	-1%	4%
Cc1ccc(S(=O)(=O)c2c(N)n(CCN3CCOCC3)c3nc4ccccc4nc23)cc1C	3.6e-07M*	i	4.6e-07M*	?	-0.6%	i	-4%	-1.6%	-6%	-5%	4%
Cn1c(SCC(=O)NCc2ccccc2)nc2ccccc21	i	i	i	?	.	i	.	.	.	.	.
O=C(Nc1ccccc1N1CCCC1)c1ccc(Br)o1	i	?	i	i	-0.2%	i	0%	-2.8%	20%	-2%	1%
COC(=O)c1c(NC(=O)CSc2nnnn2-c2ccccc2)sc2c1CCCC2	i	i	i	?	0.9%	i	-5%	0.2%	17%	-1%	25%
NC(=O)c1cnn2c(C(F)(F)F)cc(-c3ccc(F)cc3)nc12	1.1e-07M*	?	1.1e-07M*	?	1.2%	i	-1%	-6.5%	-5%	-1%	.
Cc1ccc(NCc2nnc(SCC(=O)N3CCCCC3)n2CC2CCCO2)c(C)c1 (stereo unspecified)	i	?	i	i	0.2%	i	3%	0.4%	5%	0%	10%
CCOc1ncccc1C(=O)Nc1ccc(Cl)cc1	i	i	i	i	-1.5%	i	-2%	0.0%	?	1%	0%
Cc1noc(C)c1COc1ccc(C(=O)OCC(=O)NC(=O)C2COc3ccccc3O2)cc1 (stereo unspecified)	i	i	i	?	-1.7%	i	-3%	-0.8%	14%	-1%	8%
CCn1nnnc1Oc1ccc(Cl)cc1	i	?	i	?	0.0%	i	2%	0.4%	0%	1%	-8%
CCOC(=O)N1CCN(c2cc3[nH]c(=S)[nH]c3cc2F)CC1	i	i	i	?	-2.1%	i	1%	-6.0%	0%	0%	4%
CC(C)(C)SCCNS(=O)(=O)c1ccc(F)cc1	.	.	.	.	1.3%	.	0%	-0.9%	12%	0%	6%
CCC(C)NC(=O)CC1Oc2ccc(C)cc2NC1=O (stereo unspecified)	.	.	.	.	-0.3%	.	-1%	-0.1%	6%	-2%	.
Cc1nc2nc(SCC(=O)N3CCOCC3)nn2c(C)c1Cc1c(F)cccc1Cl	i	i	i	i	0.4%	i	0%	2.9%	12%	1%	25%
CCCCOc1ccccc1Cn1c(=O)oc2ccccc21	i	i	i	i	-4.0%	i	-1%	-2.0%	?	-1%	-7%
CC(C)N(C(=O)Cn1c(SCC(=O)N2CCN(c3ccccc3)CC2)nc2ccccc21)C(C)C	i	i	i	i	-1.0%	i	0%	-2.4%	11%	-2%	-2%
Cn1c(=O)c2c(nc(Oc3ccc4c(c3)OCO4)n2Cc2ccc(Cl)cc2)n(C)c1=O	1.7e-08M*	i	2.1e-08M*	i	-0.6%	i	0%	-0.4%	?	0%	-1%
CCC(c1nnnn1C1CCCC1)N1CCN(c2ccccc2F)CC1 (stereo unspecified)	i	i	i	i	-0.4%	i	2%	-2.3%	?	-1%	.
C=C(C)C1CCC(C)=C1COC(=O)Nc1ccccc1 (stereo unspecified)	.	.	.	.	-3.3%	.	-3%	-5.5%	10%	0%	.
CNC(=O)Oc1ccc2c(c1)[C@]1(C)CCN(C)[C@@H]1N2C	i	i	i	i	.	i	.	.	.	.	.
CCOC(=O)c1[nH]nc(-c2c(O)cc(C)cc2O)c1-c1csc(C)n1	i	i	i	i	0.6%	i	-3%	-0.8%	-1%	0%	8%
CCOc1ccccc1C1CC(=O)Nc2cc3c(cc21)OCCO3 (stereo unspecified)	i	?	i	i	0.2%	i	-1%	5.4%	?	1%	-4%

Whole records from above:
Cc1nc2nc(SCC(=O)N3CCOCC3)nn2c(C)c1Cc1c(F)cccc1Cl is listed with 4MU fluor = i; TexasRed autofl = i; A350 fluor = i; Fluorescein autfl = i; BRCT inh red = 0.4%; Rhodamine fluor = i; Caspase-7 inhib = 0%; BRCT PPI green = 2.9%; HEK293 cAMP ctrl = 12%; Casp1 inh = 1%; USP2a inhib = 25%
Cc1ccc(NCc2nnc(SCC(=O)N3CCCCC3)n2CC2CCCO2)c(C)c1 (stereo unspecified) is listed with 4MU fluor = i; TexasRed autofl = ?; A350 fluor = i; Fluorescein autfl = i; BRCT inh red = 0.2%; Rhodamine fluor = i; Caspase-7 inhib = 3%; BRCT PPI green = 0.4%; HEK293 cAMP ctrl = 5%; Casp1 inh = 0%; USP2a inhib = 10%

The listing continues.
SMILES	4MU fluor	TexasRed autofl	A350 fluor	Fluorescein autfl	BRCT inh red	Rhodamine fluor	Caspase-7 inhib	BRCT PPI green	HEK293 cAMP ctrl	Casp1 inh	USP2a inhib
O=C(C1CCCO1)N1CCC(O)(c2ccccc2)CC1 (stereo unspecified)	i	i	i	i	-0.8%	i	-3%	-0.7%	1%	0%	-13%
O=C(COC(=O)C1c2ccccc2Oc2ccccc21)Nc1ccc2c(c1)OCO2	i	i	i	i	-1.7%	i	-2%	-0.3%	2%	-4%	19%
Cc1ccc(NC(=O)CS(=O)CC(=O)Nc2cccc(C)c2C)cc1F (stereo unspecified)	i	i	i	i	0.4%	i	3%	-2.9%	8%	3%	-1%
Cc1cc2n(n1)SC(Nc1ccccc1)N2 (stereo unspecified)	i	?	?	i	-0.5%	i	-2%	-0.6%	3%	-1%	-1%
CC(C)OCCCn1c(=S)[nH]c2ccc(N3CCOCC3)cc2c1=O	2.5e-08M*	i	2.9e-08M*	?	0.1%	i	?	0.4%	3%	?	13%
O=C(NCCN1CCOCC1)c1ccc(CS(=O)(=O)c2c(Cl)cccc2Cl)o1	.	.	.	.	1.1%	.	0%	-2.1%	11%	-1%	.
O=C1NCCCC1C(=O)N1CCN(C(c2ccccc2)c2ccccc2)CC1 (stereo unspecified)	.	.	.	.	-1.0%	.	2%	0.0%	0%[11.4 µM]	-1%	12%[7.66 µM]
Cc1nc(SCC(=O)NCCc2ccccc2)n[nH]1	i	?	i	?	-0.2%	i	0%	-0.6%	8%	3%	2%
CCOC(=O)C1=C(N)Oc2cc(C)n(C)c(=O)c2C1c1ccncc1 (stereo unspecified)	i	i	?	i	1.2%	i	0%	1.2%	-1%	-4%	-5%
OB(O)O	.	.	.	.	0.5%	.	0%	-0.7%	3%	0%	.
Cc1c(OCc2ccccc2)cccc1OCc1ccccc1	.	.	.	.	0.5%[15.4 µM]	.	-3%[11.5 µM]	-0.9%[15.4 µM]	0%[11.4 µM]	-5%[11.5 µM]	.
O=C(Cn1nc(Cl)nc1Cl)Nc1ccccc1	?	i	?	?	-2.1%	i	1%	-1.4%	5%	-1%	.
COC(=O)c1ccc2nc(NC(=O)CN3C(=O)CCC3=O)sc2c1	1.3e-08M*	i	1.5e-08M*	i	-0.3%	i	-5%	-2.1%	-4%	-5%	-6%
CCC#CCOCC(=S)Nc1ccccc1	.	.	.	.	1.5%	.	-1%	-2.8%	3%	1%	.
CCOC(=O)c1cc(NC(=O)c2ccoc2C)cc(C(=O)OCC)c1	i	i	i	i	-1.6%	i	-2%	0.8%	19%	-1%	-4%
CN1[C@@H](CC(=O)c2ccccc2)CCC[C@H]1C[C@H](O)c1ccccc1	?	i	?	i	.	i	.	.	.	.	.
c1ccc2c(c1)nc(CN1CCOCC1)n1c3ccccc3nc21	i	i	i	i	.	i	.	.	.	.	.
CC(=O)OCC(OC(C)=O)C(OC(C)=O)C(OC(C)=O)C(=O)Nc1ccccc1C (stereo unspecified)	i	i	i	i	-0.1%	i	0%	0.8%	8%	1%	-5%
CC(=O)Nc1ccccc1C(=O)N1CCc2ccccc21	i	i	i	i	-0.6%	i	0%	-1.4%	-7%	0%	13%
O=[N+]([O-])c1cccc(/C=N\NC2=CS(=O)(=O)C=C2)c1	i	i	i	i	-0.3%[15.4 µM]	i	0%[11.5 µM]	0.0%[15.4 µM]	3%[11.4 µM]	-3%[11.5 µM]	.
Cc1nc2ccc(NC(=O)Nc3ccnc4cccnc34)cc2o1	.	.	.	.	0.6%	.	0%	-0.7%	-16%	2%	.
CCN1C(=O)C(O)(CC(=O)c2ccc(-n3cccc3)cc2)c2ccccc21 (stereo unspecified)	i	?	i	i	-0.6%	i	-4%	-0.2%	0%	1%	50%[activator]
Cc1ccc(C(=O)C2=C(O)C(=O)N(c3ncccn3)C2c2ccc(Cl)cc2)o1 (stereo unspecified)	?	i	?	i	.	i	.	.	.	.	.
CCOC(=O)C1=C(C)Nc2nnnn2C1c1c[nH]c2ccccc12 (stereo unspecified)	i	?	i	i	-0.1%	i	2%	-0.2%	-4%	2%	-4%
CC(C)NC(=O)c1ccccc1NC(=O)c1ccccc1N(C)S(C)(=O)=O	i	i	i	i	-1.4%	i	1%	1.5%	0%	0%	-4%

Assay outcomes (PubChem)
